# Compound activity deposited in PubChem BioAssay by Sanford-Burnham Center for Chemical Genomics.
# SENP1 inh = SENP1 (human) catalytic domain inhibition; Q9P0U3; recombinant SENP1 catalytic domain, CyPet-SUMO1-YPet FRET cleavage; inhibition, % at 10 µM; hit rate 0.21% among 360,000; AID 624204;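 active = inhibition at least 30% at 10 µM, raw YFP signal under a set limit, fluorescence ratio 0.5 to 1.5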;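 note: 0% = enzyme with DMSO and 100% = no enzyme wells; some results filed as inactive read as strong as hits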
# Target sequence (Q9P0U3 419-644 limits assumed): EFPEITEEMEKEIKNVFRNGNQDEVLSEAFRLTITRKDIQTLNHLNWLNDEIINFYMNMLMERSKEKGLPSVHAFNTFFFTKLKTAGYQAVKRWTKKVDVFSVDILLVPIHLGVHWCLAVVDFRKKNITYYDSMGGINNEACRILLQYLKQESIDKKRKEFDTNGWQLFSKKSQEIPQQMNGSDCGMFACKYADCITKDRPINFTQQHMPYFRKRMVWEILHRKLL
#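 Assay system – human recombinant His6-tagged SENP1 catalytic domain enzyme · Input – SENP1 enzyme, 20 pM final · Buffer or medium – Tris pH 8 buffer plus EDTA, NaCl, BME, BSA, NP40, catalase · Schedule – 50 min reaction at room temperature · Technique – FRET read of cyan and yellow fluorescence · Control set – no-enzyme wells low, DMSO-plus-enzyme wells high control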
# mIAP act = increases mouse intestinal alkaline phosphatase activity; activation factor at 10 µM; muIAP, CDP-Star luminescence, 30 min; stronger effect = higher value; 1 = vehicle-only enzyme signal, 0 = enzyme-free wells; AID 2805; hit rate 0.24% among 330,000;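 active = activation factor of at least 2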; note: the source names both 10 and 20 µM as test concentration; values of inactives mirror those of a sister screen read the other way
#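 System: mouse IAP enzyme. Reagent: CDP-Star chemiluminescent phosphatase substrate. Benchmarks: DMSO wells, no-enzyme wells. Times: 30 min enzyme-substrate-compound incubation at room temperature. Detection: luminescence from enzymatic CDP-Star hydrolysis. Doses: test compounds delivered from DMSO solution.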
# A3A deaminase = blocks human APOBEC3A ssDNA deamination | P31941 | recombinant A3A, FAM/TAMRA ssDNA deamination fluorescence | inhibition, % at 20 µM | hit rate 0.41% among 330,000 | AID 493011;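 active = at least 40% inhibition at 20 µM here, with at most 30% in a related deaminase screen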;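 note: plate controls were A3A with DMSO for no effect and wells lacking A3A enzyme for full effect; some results filed as inactive read as strong as hits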
# Target sequence (P31941 whole entry, looked up): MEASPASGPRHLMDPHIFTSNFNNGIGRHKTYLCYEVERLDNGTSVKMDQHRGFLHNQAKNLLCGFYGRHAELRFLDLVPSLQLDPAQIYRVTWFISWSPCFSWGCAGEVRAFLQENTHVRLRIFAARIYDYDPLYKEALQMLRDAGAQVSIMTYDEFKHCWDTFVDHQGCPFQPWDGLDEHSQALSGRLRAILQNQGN
# A3G deaminase = APOBEC3G (human) deaminase inhibition; Q9HC16; recombinant A3G, ssDNA deamination FAM/TAMRA fluorescence; inhibition, % at 20 µM; hit rate 0.28% among 330,000; AID 493012;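 active = inhibition of at least 40% at 20 µM, with no more than 30% in the related APOBEC3A deaminase screen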;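 note: plate controls were DMSO wells with A3G for no effect and wells lacking A3G enzyme for full effect; some compounds called inactive have numbers as strong as hits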
# Target sequence (Q9HC16 whole entry, looked up): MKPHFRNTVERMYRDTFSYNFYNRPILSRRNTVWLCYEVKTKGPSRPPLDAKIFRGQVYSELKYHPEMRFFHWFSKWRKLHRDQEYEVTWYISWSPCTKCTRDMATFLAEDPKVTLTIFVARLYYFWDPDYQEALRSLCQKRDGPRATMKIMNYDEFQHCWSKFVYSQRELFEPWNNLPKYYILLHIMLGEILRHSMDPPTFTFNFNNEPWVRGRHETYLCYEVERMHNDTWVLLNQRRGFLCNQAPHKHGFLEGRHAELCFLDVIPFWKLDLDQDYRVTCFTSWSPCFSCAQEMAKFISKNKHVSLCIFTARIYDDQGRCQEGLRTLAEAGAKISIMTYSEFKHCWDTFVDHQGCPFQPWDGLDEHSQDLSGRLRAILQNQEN
# mIAP inh = mouse IAP inhibition | AID 2806 | purified mouse IAP, CDP-Star luminescence, 30 min | hit rate 0.2% among 330,000 | inhibition, % at 10 µM;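 active = inhibition of at least 40% at 10 µM in the primary screen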;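 note: plate controls were DMSO with enzyme for no effect and no enzyme wells for full effect; values of inactives mirror those of a sister screen read the other way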
# beta cell repl = MIN6 beta-cell proliferation induction; MIN6 cells proliferation, ATPlite luminescence, 48 h; cells starved in 0.2% serum; 100% = growth in 10% serum; hit rate 0.29% among 330,000; proliferation, % at 10 µM; AID 2380;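 active = compounds whose signal lies at least 3.5 SD above the mean of all wells on their plate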;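 note: 0% = DMSO-treated cells in low-serum medium and 100% = 10% serum control; some compounds called inactive have numbers as strong as hits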
# NALP3 yeast inh = inhibitors of NALP3 inflammasome in yeast; AID 2825; Yeast reconstituted NLRP3/ASC/caspase-1, beta-gal luminescence, 24 h; inhibition, % at 10 µM; hit rate 0.39% among 330,000;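 active = inhibition of 50% or more; inactive = inhibition below 50%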;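 note: plate controls were induced DMSO wells for no effect and uninduced yeast grown without galactose for full effect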
# hIAP act = human IAP activation | P09923 | purified human IAP, CDP-Star luminescence, 30 min; stronger effect = higher value; 1 = vehicle-only enzyme, 0 = enzyme-free background | activation factor at 10 µM | hit rate 0.16% among 330,000 | AID 2524;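 active = activation factor of the enzyme at least 2-fold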; note: the source names both 10 and 20 µM as test concentration; values of inactives mirror those of a sister screen read the other way
# hIAP inh = human IAP inhibition | hit rate 0.12% among 330,000 | inhibition, % at 10 µM | purified IAP, CDP-Star luminescence, 30 min | P09923;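 active = inhibition reaching a set limit with compound at 10 µM in the primary screen, cut at about 35% in these data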;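 note: plate controls were DMSO wells with enzyme for no effect and no-enzyme buffer wells for full effect; values of inactives mirror those of a sister screen read the other way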
# * hit, by the source's call; . = not tested or not shown.
SMILES,SENP1 inh,mIAP act,A3A deaminase,A3G deaminase,mIAP inh,beta cell repl,NALP3 yeast inh,hIAP act,hIAP inh
Cc1ccc(NS(=O)(=O)c2ccc(C(=O)NCc3ccccn3)cc2)cc1,0,0.97,-3,-8,3,1,14,0.98,2
Cc1sc2ncnc(N3CCC(C(=O)N(CC(C)C)c4nc5ccccc5s4)CC3)c2c1C,-1,1.1,-4,-13,-6,-4,-12,0.97,2
CCN(C[C@H]1N[C@@](Cc2ccccc2)(C(=O)OC)[C@H]2C(=O)N(C)C(=O)[C@@H]12)C(=O)Nc1ccc(Cl)cc1,2,1.1,-2,-5,-9,3,9,1.1,-10
O=C(COc1ccccc1Cl)NNC(=O)c1ccc2c(=O)n3c(nc2c1)CCC3,-1,0.97,-1,-9,3,6,15,1.2,-22
Cc1ccc(S(=O)(=O)NC(=NCc2ccccc2)c2ccc(F)cc2)cc1,3,1.1,0,-5,-11,2,-9,1.1,-14
N#Cc1ccccc1S(=O)(=O)N1CCN(S(=O)(=O)c2ccc(Br)c(C(=O)O)c2)CC1,-1,0.97,-1,-8,2,-1,15,1,-4
Cc1nc(N2CCN(C)CC2)c2c(C)c(C(=O)Nc3ccc(F)cc3)sc2n1,8,0.93,-2,-1,7,-3,1,1,-2
CC(C)c1ccccc1NC(=O)COC(=O)c1cc([N+](=O)[O-])ccc1N1CCOCC1,-3,1,4,-1,-5,-4,10,1,-2
Cc1ccccc1CSCC(=O)N/N=C/c1cccs1,0,0.9,0,-3,10,-1,13,1,-3
CN(C)S(=O)(=O)n1cc(/C=C(\NC(=O)c2ccccc2F)C(=O)N2CCOCC2)c2ccccc21,3,0.98,-6,-7,2,0,11,0.97,3
O=C(c1ccccc1-c1ccccc1)N1CCOCC1,0,1.1,-4,-5,-8,-2,-17,1.1,-10
c1ccc(CSc2nnc(-c3ccco3)n2Cc2ccccc2)cc1,-1,1,-2,-7,-4,-2,-1,1,-2
S=c1[nH]ncn1/N=C/c1ccc(Br)cc1,-2,0.91,-5,44*,9,-1,41,0.94,6
O=C(c1ccc2nc(N3CCOCC3)sc2c1)N1CCC(Cc2ccccc2)CC1,3,1.3,0,-5,-30,-5,41,1.1,-12
COc1cc(/C=N/NC(=S)NCCN2CCOCC2)ccc1O,-4,1,5,-7,-2,0,13,1.1,-8
COc1ccc(C(=O)NC(=O)COC(=O)c2ccc3ncsc3c2)cc1,.,1,-1,-3,-3,0,22,0.95,5
CCCCC(=Nc1ccccc1OC)C1=C(O)CC(c2ccccc2)CC1=O (stereo not given),-1,1,-6,-15,-5,-3,2,0.73,27
COc1cccc([C@@H]2Oc3ccc(OC)cc3C(=O)[C@H]2OC(=O)NCc2ccc3c(c2)OCO3)c1,.,1,1,-12,-3,-1,2,0.95,5
COc1ccccc1NC(=O)C/C(C)=N/NC(=O)c1ccccn1,0,0.85,0,0,15,5,19,1.4,-36
O=C(N/N=C\C=C\c1ccc2c(c1)OCO2)c1cccnc1,0,0.88,45*,-4,12,-1,-6,1.3,-31
COc1ccccc1Cn1c(=S)[nH]c2cc(C(=O)NCc3cccnc3)ccc2c1=O,2,1,-9,-3,-2,-5,16,1.1,-13
CN(C)/C=C/C(=O)c1cccc(Cl)c1,-2,0.99,-2,-4,1,0,-3,1.2,-16
CCN(CC)CCN(Cc1cc2cc3c(cc2[nH]c1=O)OCO3)C(=S)NC,-3,1.1,-5,-4,-5,-2,22,1.1,-6
CC1CC(C)CN(CCOc2ccc(Br)cc2)C1 (stereo not given),1,0.94,-2,0,6,0,3,0.95,5
COc1cc(NC(=S)NC(=O)c2ccc(C(C)(C)C)cc2)ccc1NC(=O)c1cccs1,1,0.71,-4,-8,29,-4,-6,0.96,4

# (more compounds)
SMILES,SENP1 inh,mIAP act,A3A deaminase,A3G deaminase,mIAP inh,beta cell repl,NALP3 yeast inh,hIAP act,hIAP inh
COc1cc(OC)cc(-c2nnc(SCc3ccc(C(=O)O)cc3)o2)c1,3,1.1,-4,-6,-7,1,-6,1.2,-19
O=C(NC(Cc1ccccc1)C(=O)N1CCc2ccccc2C1)c1ccccc1 (stereo not given),-1,1,-3,-16,-1,-3,19,1,-4
COC(=O)C1=C(NC(=O)CCCCl)CCS1,0,0.91,-2,-7,9,2,7,1.1,-10
COc1ccc(OCCCC(=O)N(CCC2=CCCCC2)c2c(N)n(Cc3ccccc3)c(=O)[nH]c2=O)cc1,-2,1.1,3,2,-8,-5,14,1.1,-6
COc1ccc(/C=C2\SC(=O)N(CCC(=O)N3CCN(C)CC3)C2=O)cc1,-1,0.96,-4,-6,4,-3,23,1,-2
CC(NC(=O)C1CC1)C(c1cccs1)N1CCN(c2ccccc2)CC1 (stereo not given),2,1.1,-1,2,-8,10,6,0.93,7
CC1=C(C(=O)OC(C)C)C(c2cccnc2)n2ncnc2N1 (stereo not given),0,0.94,1,3,6,1,10,0.89,11
CC(=O)c1ccc(N=Nc2ccc(N(C)C)cc2)cc1,2,0.97,-1,0,3,-4,28,1.2,-16
CC(NC(=O)CNC(=O)C1CCCCC1)c1cccc(Cl)c1 (stereo not given),0,0.96,3,2,4,-1,18,0.8,20
Nc1cc([N+](=O)[O-])ccc1N1C(=O)CCCC1=O,-1,1.1,5,-4,-5,-1,-4,1,-1
CCC(=O)Nc1cc(C(=O)OCC(=O)c2ccccc2Cl)ccc1C,2,0.97,0,-7,3,-2,12,0.98,2
Cc1ccc(S(=O)(=O)Nc2ccc(Cl)cc2)cc1NC(=O)c1cc2c(s1)CCCC2,3,0.92,3,0,8,-3,13,0.97,3
Cn1c(C(=O)N2CCN(c3ncccn3)CC2)cc2c(=O)n(C)c3ccccc3c21,-9,0.94,-1,-4,6,1,25,0.87,13
O=C1c2ccccc2S(=O)(=O)c2cc(N3CCC4(CC3)OCCO4)ccc21,.,0.93,-3,-9,7,-4,23,0.85,14
N#Cc1nc(-c2ccc(Cl)cc2)oc1NCc1ccco1,-5,0.93,-1,-2,7,-2,44,0.95,5
COc1cccc(C(=O)Nc2c(C)nn(-c3ccccc3)c2C)c1,-1,1,0,-1,-4,0,13,1.1,-7
O=C(NCC(O)c1ccccc1)c1ccc(Cl)c(S(=O)(=O)N2CCCC2)c1 (stereo not given),0,0.99,-2,-6,1,0,14,1.2,-19
COc1cc(S(=O)(=O)N2CCC(c3nc4ccccc4s3)CC2)ccc1S(=O)(=O)N1CC(C)CC(C)C1 (stereo not given),3,1,0,-1,0,-5,9,1,0
CCOC(=O)C(C)Oc1cccc2c(=O)n(CC(=O)NCc3ccccc3)ccc12 (stereo not given),2,1,0,-6,-3,-5,-1,0.9,10
CC(C)CC(N=Cc1c(O)c2ccccc2oc1=O)C(=O)O (stereo not given),1,1,2,2,-3,-6,-1,0.96,4
COc1ccc(-c2nnc(SCC(=O)N3CCOCC3)n2C)cc1OC,1,1,-3,-2,0,-2,9,2.3*,-127
Cc1ncc(C[n+]2ccc(C)c(C)c2)c(N)n1,-1,1.1,-6,-13,-8,-2,7,0.91,9
CCC1CCCCN1CCNC(=O)CCS(=O)(=O)c1ccc(Br)cc1 (stereo not given),-3,1,-2,-6,-2,-1,-10,1,-4
O=C(N/N=C/c1cccnc1)C(O)c1ccccc1 (stereo not given),2,1,0,-3,-3,-3,5,1,-2
Cc1ccc(C(=O)NNC(=O)C2CC2)cc1Br,1,0.91,2,-1,9,0,-4,0.99,1

# Some entries already given, reduced to hIAP inh and mIAP inh.
Compound | hIAP inh | mIAP inh
COc1cccc(C(=O)Nc2c(C)nn(-c3ccccc3)c2C)c1 | -7 | -4
O=C(NCC(O)c1ccccc1)c1ccc(Cl)c(S(=O)(=O)N2CCCC2)c1 (stereo not given) | -19 | 1

# (listing goes on)
SMILES,SENP1 inh,mIAP act,A3A deaminase,A3G deaminase,mIAP inh,beta cell repl,NALP3 yeast inh,hIAP act,hIAP inh
Cc1ccc(/C(N)=N/OC(=O)c2ccc(C)cc2Cl)cc1,2,0.9,-2,-8,10,-5,10,0.81,19
Cc1cccc(OS(=O)(=O)NC(=O)OCC2CCCN3CCCCC23)c1 (stereo not given),1,0.92,-3,-6,8,0,3,1,-2
CCOc1ccc(C(=O)Nc2ccc(CN3CCOCC3)cc2)cc1Br,1,0.99,-1,-5,0,-2,27,1.2,-22
Cc1cc(/C=N/NC(N)=O)c(C)c(CO)c1,0,1,2,-5,-2,-2,9,1,0
O=C(COc1ccc(-n2cnnn2)cc1)Nc1cc(Cl)cc(Cl)c1,3,1.3,-2,-13,-26,1,19,0.92,8
CCN(CC)S(=O)(=O)c1ccc(N2CCOCC2)c(NS(=O)(=O)c2cc(C(C)(C)C)ccc2C)c1,0,1,-3,-10,-1,0,16,1,-5
CC(NC(=O)c1ccc(=O)oc1)c1ccccc1 (stereo not given),2,1,1,-4,-5,-1,17,0.92,8
CCOC(=O)c1sc(=S)n(-c2ccc(C)cc2)c1N,-1,0.94,-4,28,6,-3,6,1.1,-8
CC(C)CNC(=S)NNC(=O)c1csc2ccccc12,3,1.1,2,0,-7,0,12,0.93,7
CCc1nc2c(c(SC)nn2-c2ccccc2)c(N)c1C(=O)OC,1,0.95,4,-3,5,-1,9,1,-2
COc1ccc(N2CCN(CCOc3ccc4c(C)cc(=O)oc4c3)CC2)cc1,0,0.94,2,-1,6,-2,15,0.89,11
COc1ccc(C)cc1NC(=O)C(OC(=O)Cn1cnc2c1c(=O)n(C)c(=O)n2C)c1ccccc1 (stereo not given),3,1.1,-1,-4,-6,5,6,0.97,3
Cc1ccc(S(=O)(=O)N2CCOCC2)cc1NC(=O)COC(=O)c1cnc(Cl)c(Cl)c1,4,1,0,-8,0,2,8,1,-2
Nc1nc(Nc2ccc(Cl)cc2)nc(NCCO)c1[N+](=O)[O-],-1,1,-2,-7,-5,15*,15,1.1,-10
O=C(CCCCl)NC(=S)Nc1cc(C(F)(F)F)ccc1N1CCOCC1,2,0.92,-3,-6,8,-4,4,0.99,1
CCn1c(Cc2ccccc2)nnc1SCC(=O)Nc1ccccc1O,1,1,-1,-3,-2,-1,-1,1.2,-17
CCCCc1cc(=O)oc2cc(C)cc(OCC(=O)N3C[C@H]4C[C@@H](C3)c3cccc(=O)n3C4)c12,1,0.91,-2,-5,9,-2,20,0.83,17
COc1cc2c(cc1OC)C(=S)NC1(CCCC1)C2,3,0.94,-3,-5,6,3,23,1.1,-7
Cc1ccc(N2C(=O)CC(NNC(=O)c3cccc(S(=O)(=O)N4CCCC4)c3)C2=O)cc1 (stereo not given),3,1.1,-4,-5,-7,0,11,0.99,1
Cc1cccc(-n2c(CNC(=O)c3cccc([N+](=O)[O-])c3C)n[nH]c2=S)c1,0,1.1,0,25,-5,1,19,1.2,-25

# Single values from the entries so far.
# CC(C)CNC(=S)NNC(=O)c1csc2ccccc12 | mIAP inh = -7
# Cc1cc(/C=N/NC(N)=O)c(C)c(CO)c1 | SENP1 inh = 0

# These rows are one share of the data (hit frequency here may not be typical).
